Screens deposited in PubChem by several laboratories.
Keap1-Nrf2 PPI = inhibitors of human Keap1-Nrf2 protein-protein interaction. Keap1 Kelch-Nrf2 peptide fluorescence polarization, 1536-well. 340,000 compounds, 0.15% hits. inhibition, % at 9.4 µM; in the data active means inhibition above about 12%;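 further: human Keap1 Kelch domain with fluorescein labeled Nrf2 9mer peptide probe; 0% = neutral control wells and 100% = peptide positive control; higher means more block of Keap1 binding to Nrf2 peptide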
Target sequence (Q14145 whole entry, looked up, the tested form may be a part): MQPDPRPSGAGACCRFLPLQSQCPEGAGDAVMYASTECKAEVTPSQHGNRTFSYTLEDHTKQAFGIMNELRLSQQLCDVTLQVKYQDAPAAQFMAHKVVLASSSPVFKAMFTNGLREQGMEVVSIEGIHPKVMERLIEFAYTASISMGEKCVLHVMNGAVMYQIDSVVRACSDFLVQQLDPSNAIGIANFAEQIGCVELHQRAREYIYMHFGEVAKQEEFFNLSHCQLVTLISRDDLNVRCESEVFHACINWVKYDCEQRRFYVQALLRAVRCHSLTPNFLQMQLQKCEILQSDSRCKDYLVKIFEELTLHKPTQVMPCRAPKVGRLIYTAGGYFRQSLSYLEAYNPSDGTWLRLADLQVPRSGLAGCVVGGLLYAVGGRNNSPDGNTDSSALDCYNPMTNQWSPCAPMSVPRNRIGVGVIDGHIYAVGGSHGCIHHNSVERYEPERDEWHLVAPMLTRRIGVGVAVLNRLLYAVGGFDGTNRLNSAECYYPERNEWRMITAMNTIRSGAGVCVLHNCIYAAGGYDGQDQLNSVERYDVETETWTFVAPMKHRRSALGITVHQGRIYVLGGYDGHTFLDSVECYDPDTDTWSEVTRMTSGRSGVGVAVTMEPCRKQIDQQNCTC
CAL-PDZ inh HTS = inhibitors of human CAL PDZ peptide binding. 300,000 compounds, 0.92% hits. purified CAL PDZ, TMR-peptide fluorescence polarization, 1 h. inhibition, % at 24.9 µM;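 active means mean inhibition of at least 30% with at least half of replicates also reaching 30%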;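 further: 0% = DMSO neutral control and 100% = excess unlabeled competitor peptide PRC23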
MOR-DOR ag = OPRM1-OPRD1 heterodimerization agonism. P35372+P41143. cells, luminescence. activation, % at 9.3 µM. 340,000 compounds, 0.3% hits; in the data active means activation above about 18%;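 further: 0% = vehicle-treated cells and 100% = reference agonist; values of inactives mirror those of a sister screen read the other way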
V-ATPase pH = alters yeast V-ATPase proton transport; 350,000 compounds, 0.37% hits; response, % at 10 µM; S. cerevisiae, pHLuorin cytosolic pH fluorescence; in the data active means response mostly above about 7.3%, no sharp cut-off; inactive means mostly below about 5.4%; further: actives read high; inactives centre near 0; some compounds called inactive have numbers as strong as hits; reference of the scale not given here
LANA DNA inh = KSHV C-LANA DNA binding inhibition. MBP-C-LANA/FAM-LBS DNA binding, fluorescence polarization. inhibition, % at 9 µM. 340,000 compounds, 0.078% hits;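 active means highest replicate inhibition at or above 60% at 9 µM, even if other replicates fall short; inactive means all replicates below 60% inhibition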;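 further: 0% = neutral control wells and 100% = 4 µM acridine orange control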
HTR5A ag = HTR5A agonism, opioid heterodimer counter-screen | HTR5A agonist assay, luminescence, cell-based | activation, % at 9.3 µM | 340,000 compounds, 0.61% hits; in the data active means activation mostly above about 9.5%, no sharp cut-off; inactive means mostly below about 7.6%;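 further: 0% = cells with vehicle only and 100% = reference agonist; strong numbers were not always called active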
Target sequence (P47898 whole entry, looked up): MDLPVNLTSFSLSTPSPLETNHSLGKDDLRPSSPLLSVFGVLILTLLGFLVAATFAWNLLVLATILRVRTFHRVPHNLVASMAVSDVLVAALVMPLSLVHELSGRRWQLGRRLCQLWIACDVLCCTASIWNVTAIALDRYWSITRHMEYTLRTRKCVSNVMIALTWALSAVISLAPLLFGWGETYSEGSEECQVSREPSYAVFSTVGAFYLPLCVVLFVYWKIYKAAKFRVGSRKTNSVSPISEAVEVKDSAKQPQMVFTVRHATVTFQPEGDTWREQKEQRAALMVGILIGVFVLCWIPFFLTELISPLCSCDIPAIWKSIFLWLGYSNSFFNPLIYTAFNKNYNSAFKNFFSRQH
HTR5A inv ctr = counter-screen for OPRM1-OPRD1 inverse agonists: human HTR5A inverse agonism; HTR5A cell line, luminescence; inhibition, % at 9.3 µM; 340,000 compounds, 0.083% hits; in the data active means inhibition mostly above about 23%, no sharp cut-off; inactive means mostly below about 18%;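 further: 0% = cells with DMSO and 100% = no-cell wells with DMSO; some compounds called inactive have numbers as strong as hits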
cardiac RTF act = cardiac RTF calcium sensitization | activation, % at 7.2 µM | IANBD-labeled TnC RTF fluorescence at EC20 calcium; 0% EC20 calcium, 100% full calcium | AID 493008 | 340,000 compounds, 0.24% hits;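 active means activation above the mean over all tested compounds plus 3 SD, cut at about 30% in these data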;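 further: rise in fluorescence read as greater calcium sensitivity of cardiac thin filaments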
OPRM1-OPRD1 inv = mu-delta opioid heterodimer inverse agonism. AID 504357. P35372+P41143. 340,000 compounds, 0.21% hits. cell-based MOR-DOR heterodimer luminescence. inhibition, % at 9.3 µM; in the data active means inhibition above about 22%, passing the limit was not always enough;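 further: 0% = cells with DMSO and 100% = wells without cells with DMSO; values of inactives mirror those of a sister screen read the other way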
Cardiac RTF inh = cardiac RTF calcium desensitization. P19429+P45379. IANBD-labeled cardiac RTF, Ca2+ fluorescence. inhibition, % at 7.15 µM. 340,000 compounds, 0.12% hits;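 active means inhibition above the mean inhibition of all tested compounds plus 3 SD, cut at about 17% in these data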;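 further: assay run at fixed EC70 calcium of 1.6 mM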
Active calls of the source: *; . = not tested or not shown.

SMILES	Keap1-Nrf2 PPI	CAL-PDZ inh HTS	MOR-DOR ag	V-ATPase pH	LANA DNA inh	HTR5A ag	HTR5A inv ctr	cardiac RTF act	OPRM1-OPRD1 inv	Cardiac RTF inh
Cc1ccc2nc(SC(C)C(=O)N3CC(C)OC(C)C3)[nH]c2c1 (stereo unspecified)	-1	-2	-0.8	-6	0.1	-1	-7	-5	4	0
NC(=O)COC(=O)CCSc1ccc(Cl)cc1	-2	-4	-5.3	-4	0.9	-1	3	0	25	-12
COc1ccc(NC(=O)CSc2nc3[nH]ncc3c(=O)n2-c2ccccc2OC)cc1OC	5	-2	-1.7	0	-0.5	-1	-7	-5	9	-5
O=C(O)CSc1ncnc2c1oc1ccccc12	-4	-2	-0.1	1	3.6	-4	11	-3	1	-7
CCc1[nH]nc2c1C1(CCN(C(=O)c3ccccc3)CC1)C(C#N)=C(N)O2	-3	-1	1.2	1	0.7	2	-5	1	-7	12
CCc1ccc(CN(C)C(=O)c2ccc3c(=O)n4c(nc3c2)CCC4)cc1	-1	-3	-2.5	1	3.8	2	-6	3	14	1
Cc1csc(NC(=O)Cc2ccc(F)cc2)n1	-7	-3	-3.1	-4	0.6	-1	3	1	16	2
COc1ccc(S(=O)(=O)NC(CC(=O)NCc2ccco2)c2ccco2)cc1 (stereo unspecified)	-3	-1	-1.8	8	-0.3	5	19	4	8	-6
Cc1ccc2c(c1)N(C)/C(=C/c1cccc[n+]1CCO)S2	3	-7	-2.3	1	-5.4	1	-3	-2	10	-1
CNC(=O)c1ccsc1NC(=O)c1ccc2c(c1)CCCC2	0	.	0.3	5	0.8	3	-8	-4	-2	3
O=C1CCc2ccc(NC(=O)C3CC3)cc2N1	4	.	-0.5	-1	0.1	9	-24	4	3	1
CCOC(=O)N1CCN(C(=O)c2cnn3c(C)c(Cc4ccc(C)cc4)c(C)nc23)CC1	-1	.	-1.1	-6	-0.4	-2	-19	1	6	-1
COC(=O)c1ccc(NC(=O)Nc2ccc(F)cc2F)cc1	1	-4	4.2	-5	0.1	1	-2	2	-21	-2
COc1cc(/C=C2\SC(=S)N(CC(=O)O)C2=O)ccc1OC(=O)c1ccco1	-2	-4	-2.7	1	-6.4	-4	12	3	14	-4
O=C(NCCCc1ccccc1)C1CCC(=O)N(CCc2ccc(Cl)cc2)C1 (stereo unspecified)	-1	-3	-2.7	-4	-0.5	3	-7	-2	14	-5
CS(=O)(=O)Nc1ccc(C(=O)NCCSCc2ccccc2)cc1	3	3	-2.1	0	0.2	4	0	3	11	-3
CCC(=O)N1C(=O)CCN(C(C)=O)c2ccccc21	4	-4	-1.1	-6	0.5	-1	4	-2	6	-10
Cc1cc(C)cc(OCC(=O)O/N=C(\N)c2ccccc2Cl)c1	-2	-3	3.9	-2	0.8	2	-4	5	-19	-1
Cc1c(O)ccc(C(=O)COc2ccc(F)cc2)c1O	-2	-2	-1.6	-1	0.4	0	5	-2	9	-3
Cc1cc(NC(=O)Cn2c(=O)c3c(ncn3CCC(C)C)n(Cc3ccccc3)c2=O)no1	3	-4	-2.8	-1	-0.9	-2	-4	-3	14	-2

A portion of the results above:
SMILES	Keap1-Nrf2 PPI	CAL-PDZ inh HTS	MOR-DOR ag	V-ATPase pH	LANA DNA inh	HTR5A ag	HTR5A inv ctr	cardiac RTF act	OPRM1-OPRD1 inv	Cardiac RTF inh
Cc1ccc2nc(SC(C)C(=O)N3CC(C)OC(C)C3)[nH]c2c1 (stereo unspecified)	-1	-2	-0.8	-6	0.1	-1	-7	-5	4	0
NC(=O)COC(=O)CCSc1ccc(Cl)cc1	-2	-4	-5.3	-4	0.9	-1	3	0	25	-12
COc1ccc(NC(=O)CSc2nc3[nH]ncc3c(=O)n2-c2ccccc2OC)cc1OC	5	-2	-1.7	0	-0.5	-1	-7	-5	9	-5
O=C(O)CSc1ncnc2c1oc1ccccc12	-4	-2	-0.1	1	3.6	-4	11	-3	1	-7
CCc1[nH]nc2c1C1(CCN(C(=O)c3ccccc3)CC1)C(C#N)=C(N)O2	-3	-1	1.2	1	0.7	2	-5	1	-7	12
CCc1ccc(CN(C)C(=O)c2ccc3c(=O)n4c(nc3c2)CCC4)cc1	-1	-3	-2.5	1	3.8	2	-6	3	14	1
Cc1csc(NC(=O)Cc2ccc(F)cc2)n1	-7	-3	-3.1	-4	0.6	-1	3	1	16	2
COc1ccc(S(=O)(=O)NC(CC(=O)NCc2ccco2)c2ccco2)cc1 (stereo unspecified)	-3	-1	-1.8	8	-0.3	5	19	4	8	-6
Cc1ccc2c(c1)N(C)/C(=C/c1cccc[n+]1CCO)S2	3	-7	-2.3	1	-5.4	1	-3	-2	10	-1
CNC(=O)c1ccsc1NC(=O)c1ccc2c(c1)CCCC2	0	.	0.3	5	0.8	3	-8	-4	-2	3
O=C1CCc2ccc(NC(=O)C3CC3)cc2N1	4	.	-0.5	-1	0.1	9	-24	4	3	1
CCOC(=O)N1CCN(C(=O)c2cnn3c(C)c(Cc4ccc(C)cc4)c(C)nc23)CC1	-1	.	-1.1	-6	-0.4	-2	-19	1	6	-1
COC(=O)c1ccc(NC(=O)Nc2ccc(F)cc2F)cc1	1	-4	4.2	-5	0.1	1	-2	2	-21	-2
COc1cc(/C=C2\SC(=S)N(CC(=O)O)C2=O)ccc1OC(=O)c1ccco1	-2	-4	-2.7	1	-6.4	-4	12	3	14	-4
O=C(NCCCc1ccccc1)C1CCC(=O)N(CCc2ccc(Cl)cc2)C1 (stereo unspecified)	-1	-3	-2.7	-4	-0.5	3	-7	-2	14	-5

The list goes on:
SMILES	Keap1-Nrf2 PPI	CAL-PDZ inh HTS	MOR-DOR ag	V-ATPase pH	LANA DNA inh	HTR5A ag	HTR5A inv ctr	cardiac RTF act	OPRM1-OPRD1 inv	Cardiac RTF inh
O=C(CN(C(=O)CCC(=O)Nc1nccs1)c1ccc(F)cc1)NCCc1ccccc1	-1	7	-2.8	2	1.0	0	1	-1	15	-21
COc1ccc(OCC(=O)N/N=C/c2ccc(OC)c(OC)c2C(=O)O)cc1	3	0	-0.7	-3	0.5	9	1	-3	4	-9
CCOc1ncccc1C(=O)N(C)CC(=O)Nc1ccc(C)cc1	3	-1	-3.0	-5	-0.2	-4	-14	-2	15	17
CCc1ccccc1NC(=O)COC(=O)C1CC(=O)N(c2ccc(F)cc2)C1 (stereo unspecified)	2	-5	-2.4	6	-0.2	-1	-9	-1	12	-3
CC(=O)Nc1ccc(NC(=O)c2ccc(C3SCC(=O)N3CCc3ccccc3)cc2)cc1 (stereo unspecified)	-1	-7	-2.1	2	-0.9	-2	8	-3	11	4
CCC(CC)C(=O)Nc1nnc(SCC(=O)N2CCN(c3ccccc3OC)CC2)s1	-3	-6	-0.7	-2	0.4	4	1	4	4	-2
CCC(=O)Nc1cccc(NC(=O)CSc2nc3c(c(=O)n(C)c(=O)n3C)n2C)c1	-6	3	-1.4	-3	-0.8	4	-1	0	9	-2
O=c1[nH][nH]cc1C=Nc1ccc(Cl)cc1Cl	-2	-1	0.1	-2	26	4	-11	3	0	4
COCCOC(=O)C1=C(C)OC(N)=C(C#N)C1c1ccco1 (stereo unspecified)	-3	-3	-2.5	6	0.8	0	2	1	14	4
O=C(COC(=O)CNC(=O)c1ccccc1)Nc1ccc(S(=O)(=O)N2CCOCC2)cc1	5	0	-1.0	-2	-0.1	4	-11	0	5	-12
Cc1ccc2c(c1)nnn2C1CCN(S(=O)(=O)c2ccc(C(=O)N3C(C)CCCC3C)cc2)CC1 (stereo unspecified)	-4	-4	-0.7	-4	-1.2	2	-22	1	4	4
Cc1cc(=O)oc2c(C(=O)/C=C/c3ccccc3)c(O)ccc12	-2	-4	-3.1	1	1.3	-4	8	0	14	2
Cc1ccc(C)c(N2CCN(C(=O)CCS(=O)(=O)c3ccc4c(c3)NC(=O)CO4)CC2)c1	-2	-6	0.9	1	-1.0	-2	3	-6	-5	-5
CCOc1ccccc1NC(=O)CCN1CCN(S(=O)(=O)c2ccc(OC)cc2)CC1	-1	4	0.2	-1	-0.5	-5	13	1	-1	-2
Cc1ccccc1Nc1nc(N)nc(COC(=O)CCS(=O)(=O)c2ccccc2)n1	0	.	-1.2	-1	-0.6	0	-5	1	5	-7
COC(=O)c1ccc(C(=O)OCCCc2nc3ccc(N)cc3[nH]2)cc1	-5	-5	-5.5	-2	-4.3	7	-18	0	27	-5
C=CCn1c(=O)c(C(=O)NCCc2ccccc2)c(O)c2ccccc21	-5	-5	-0.5	0	1.4	-1	-23	1	2	-8
CCOc1ccc(C2C(C(=O)c3cccs3)=C(O)C(=O)N2Cc2cccnc2)cc1 (stereo unspecified)	-2	6	-3.0	-1	0.6	1	-4	6	16	19*
COc1ccc(NC(=O)c2cc(C)no2)cc1	-5	11	0.1	1	0.6	0	0	-3	0	-3
COc1ccc(/C=N/NC(=O)c2nn(-c3ccc(C)c(C)c3)c(=O)c3ccccc23)cc1	3	1	0.1	2	-0.8	4	-17	3	0	-4
Nc1nc(SCC(=O)c2cc(F)ccc2F)n[nH]1	4	-3	-2.4	5	-1.9	-1	10	-1	12	1
O=C(CN1CCN(c2ncccn2)CC1)N1CCCC1	0	8	-1.2	2	-0.6	4	-12	4	7	-5
O=C(NCCCN1CCCC1=O)c1cccc(S(=O)(=O)Nc2ccc(F)cc2)c1	-2	-4	-1.1	-3	2.3	0	1	-1	5	2
O=C(Nc1ccccn1)C(=O)Nc1ccccn1	-2	-3	-4.0	-1	0.8	-4	14	-1	21	1
COCc1cc(C)nc(OCC(=O)N/N=C/c2ccc(O)cc2)c1C#N	-2	.	-3.0	-1	1.2	-1	-10	9	16	-4
Cc1ccc2c(c1)C(N1CCCC1=O)CC(c1ccco1)N2 (stereo unspecified)	1	-1	-3.0	-1	1.9	15	-38	4	13	-9
O=C(CCCc1c[nH]c2ccccc12)NCC1COc2ccccc2O1 (stereo unspecified)	-1	2	3.0	4	-2.4	6	11	2	-15	-7
C(=N\N(Cc1ccccc1)c1ccccc1)/c1ccco1	1	-2	2.6	-2	-1.3	0	-1	-7	-18	-10
CCCCOc1ccc(C(=O)NCC(=O)NCCOc2ccccc2OC)cc1	4	-1	-1.4	4	-3.4	-3	8	-6	6	7
O=C(NNC(=O)c1cc2cc(OC(F)(F)F)ccc2[nH]1)c1cccc(C(F)(F)F)c1	1	0	4.7	-2	1.0	-3	-7	-3	-25	-1
CC1CN(C(=O)CN2C(=O)NC3(CCCC3)C2=O)C(=Nc2cccc(S(=O)(=O)N(C)C)c2)S1 (stereo unspecified)	1	8	0.6	-1	-14	-6	19	2	-4	9
C=CCN(CC=C)S(=O)(=O)c1ccc(NC(=S)NC(=O)/C=C/c2cccc3ccccc23)cc1	1	-1	-3.8	-2	-0.2	-2	6	-6	16	-4
COc1ccccc1N(CC(=O)NCc1ccc(F)cc1)C(=O)CCC(=O)Nc1ccccn1	-1	0	-1.1	-3	-0.8	6	-17	-1	5	-6
COc1ccc(-c2cc(C(=O)N3CCN(c4ccc(F)cc4)CC3)no2)cc1	-1	3	3.0	-3	-1.3	1	-6	-6	-19	-3
CCN(CC)CCN=CC1=C(O)CNC1=O	-5	9	-1.9	0	-0.8	2	-9	0	11	-6

No enrichment for hits (roughly 2.8% active in at least one column).
